Tb PYK inh: blocks Trypanosoma brucei pyruvate kinase. Q57TT1. TbPYK enzyme, Kinase-Glo Plus ATP luminescence, 45 min. Potency, µM (top dose mostly 76.8 µM), for inactives: at the highest dose activity, negative = inhibition, most hits filed as inhibitors. 410,000 tested, 0.12% active; further: potency means the concentration at half of the fitted maximal effect; nearly all actives have a fitted effect of over 50% in size
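Glycolytic pyruvate kinase of T. brucei was incubated with substrate, test compound and 130 uM ADP for 45 minutes at room temperature. Luminescent Kinase-Glo Plus signal was measured after 10 minutes.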
AmpC detergent: AmpC beta-lactamase inhibition with detergent present. AmpC hydrolysis of nitrocefin, absorbance 480 nm, 0.01% Triton. 370,000 tested, 0.041% active. Potency, µM (top dose mostly 114 µM), without a hit: at the top dose activity change, negative = inhibition, actives largely listed as inhibitors;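 further: potency means the concentration at half of the fitted maximal effect; 0% = no-compound wells and -100% = no-enzyme wells; nearly all actives have a fitted effect of over 25% in size; some results filed as inactive show a strong effect at the top dose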
Target sequence (P00811 whole entry, looked up): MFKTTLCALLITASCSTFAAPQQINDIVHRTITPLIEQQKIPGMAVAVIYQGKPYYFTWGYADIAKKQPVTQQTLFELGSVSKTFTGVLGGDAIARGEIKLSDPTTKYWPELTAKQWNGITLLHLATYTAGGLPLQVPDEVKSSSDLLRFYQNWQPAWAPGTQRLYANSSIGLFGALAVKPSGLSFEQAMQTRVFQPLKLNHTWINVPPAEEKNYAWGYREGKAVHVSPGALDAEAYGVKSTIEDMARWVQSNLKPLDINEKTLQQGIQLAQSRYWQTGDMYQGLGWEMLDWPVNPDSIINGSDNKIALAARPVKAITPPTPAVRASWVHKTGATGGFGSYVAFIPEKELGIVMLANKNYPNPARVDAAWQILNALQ
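20 mM phosphate pH 7.0 + 0.01% (detergent screen) or 0.0001% Triton X-100; 5.3 nM AmpC reagent; cpd preinc 15 min RT; nitrocefin (800 uM stock) to start; A480 q20 s × 4 min; Activity was normalised to no-enzyme and no-compound control wells.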
AmpC no deterg: inhibitors of E. coli AmpC beta-lactamase without detergent. AmpC nitrocefin hydrolysis, absorbance 480 nm, 0.0001% Triton. Potency, µM (top dose mostly 57.1 µM), for the others: top-dose activity change, negative = inhibition, usual class: inhibitors. P00811. 330,000 tested, 0.52% active;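 further: potency means the concentration at half of the fitted maximal effect; plate controls were no compound for no effect and no enzyme for full effect; nearly all actives have a fitted effect of over 20% in size; some results filed as inactive show a strong effect at the top dose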
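20 mM phosphate pH 7.0 + 0.01% (detergent screen) or 0.0001% Triton X-100; 5.3 nM AmpC reagent; cpd preinc 15 min RT; nitrocefin (800 uM stock) to start; A480 q20 s × 4 min; Activity was normalised to no-enzyme and no-compound control wells.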
AMA1 RON2 block: inhibitors of Plasmodium falciparum AMA1-RON2 interaction; 360,000 tested, 0.2% active; AID 720542; AlphaScreen AMA1-biotinylated RON2 peptide binding; Potency, µM (doses to about 58.2 µM), without a hit: top-dose activity change, negative = inhibition, usual class: inhibitors;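 further: potency means the concentration at half of the fitted maximal effect; 0% = vehicle wells and -100% = peptide control; nearly all actives have a fitted effect of over 45% in size; some results filed as inactive show a strong effect at the top dose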
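AMA1 (3D7) with his tag at 25 nM final met compounds first, then biotinylated RON2 peptide at 25 nM; detection used donor plus acceptor beads, 10 µg/mL apiece, read by AlphaScreen after 30 min at room temperature.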
Sm TGR block: inhibitors of Schistosoma mansoni thioredoxin glutathione reductase; Q962Y6; 360,000 tested, 3% active; purified TGR, DTNB reduction, TNB absorbance 405 nm; Potency, µM (titrated, usually from 114 µM), without a hit: at the highest dose activity change, negative = inhibition, usual class: inhibitors; further: potency means the concentration at half of the fitted maximal effect; nearly all actives have a fitted effect of over 60% in size
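Kinetic colorimetric format: TGR-catalysed, NADPH-driven DTNB reduction monitored via TNB absorbance. Enzyme dispensed at 20 nM; compound exposure 15 min at room temperature before reaction start.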
LmPK inh: LmPK (Leishmania mexicana) enzyme inhibition; purified LmPK, Kinase-Glo ATP luminescence, 1 h; Q27686; 290,000 tested, 0.37% active; AID 1721; Potency, µM (series often up to 57.5 µM), for the others: at the top dose activity change, negative = inhibition, actives largely listed as inhibitors; further: potency means the concentration at half of the fitted maximal effect
Target sequence (Q27686 whole entry, looked up): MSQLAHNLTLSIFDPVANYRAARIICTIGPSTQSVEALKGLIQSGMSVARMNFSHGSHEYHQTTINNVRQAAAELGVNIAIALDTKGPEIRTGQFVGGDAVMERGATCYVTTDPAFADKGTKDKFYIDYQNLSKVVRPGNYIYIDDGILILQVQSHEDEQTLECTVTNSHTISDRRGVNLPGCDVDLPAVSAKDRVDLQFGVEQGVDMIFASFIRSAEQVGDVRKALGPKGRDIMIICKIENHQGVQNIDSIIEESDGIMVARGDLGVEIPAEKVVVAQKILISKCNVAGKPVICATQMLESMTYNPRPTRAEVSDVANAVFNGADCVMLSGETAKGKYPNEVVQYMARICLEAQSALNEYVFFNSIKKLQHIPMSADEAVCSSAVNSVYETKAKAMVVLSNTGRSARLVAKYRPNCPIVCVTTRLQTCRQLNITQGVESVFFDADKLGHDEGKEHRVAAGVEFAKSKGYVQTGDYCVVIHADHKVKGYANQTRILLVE
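qHTS format; LmPK 0.1 nM; substrates PEP 0.5 mM and ADP 0.1 mM. One-hour room-temperature incubation, then coupled luciferase luminescence; 0.5 nM enzyme wells mark activation.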
HCMV antiviral: blocks human cytomegalovirus replication. HFF cells, HCMV-luciferase reporter, 72 h; stronger effect = lower value. activity change, negative = inhibition, % at 57.5 µM. 410,000 tested, 4.5% active. AID 1259415; in the data active means activity change below about -60%; inconclusive means no clear call, values can overlap the other calls; inactive means above about -39%
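Compounds were evaluated in HFFs infected with an HCMV luciferase reporter virus (MOI 1 PFU/cell). Luciferase in lysates collected 72 h post infection served as the replication measure.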
Starred values were filed as active, the others as inactive; u = inconclusive; x = no result given; & = joins results of further samples; [ ] = another dose, or the depositor's remark. Unless noted, the call rests on the fitted dose curve; in most records, active means well fitted curve in the direction sought with a large enough effect; inconclusive means small, poorly fitted or top-dose-only effect, or another doubt; inactive means no such curve, though single readings can be large; an effect the other way counts as inactive or inconclusive. Unless noted, on the % scale 0 is the no-effect control and ±100 the full control effect.

No.	Molecule	Tb PYK inh	AmpC detergent	AmpC no deterg	AMA1 RON2 block	Sm TGR block	LmPK inh	HCMV antiviral
1	CC(=O)NC1=NN(C(C)=O)C(C)(CC(=O)OC(C)(C)C)S1 (stereo not given)	4%	-3%	-1%	-7%	-1%	-4%	2
2	O=C(CCC(=O)OCC(=O)c1ccc(Br)cc1)Nc1cccc2cccnc12	3%	-4%	-27%	12%	-18%	5%	-5
3	COC(=O)c1ccc(N2CCN(CCNC(=O)Nc3ccc(OC)cc3)CC2)cc1	0%	u	-1%	0%	6%	-2%	-4
4	O=C(NCc1ccccn1)C(=O)N/N=C/c1ccccc1O	-2%	-5%	-11%	29%	-10%	1%	0
5	Cc1ccc(S(=O)(=O)N2CCCCC2)cc1NC(=O)Cc1cccs1	-1%	x	-37%	-5%	x	x	4
6	CC(=O)N/C(=C\c1ccc(C)cc1)C(=O)O	1%	4%	-19%	2%	20%	-3%[11.5 µM]	-4
7	CC(C)c1ccc(S(=O)(=O)Nc2ccc(O)c(Sc3nc4ccccc4s3)c2)cc1	-3%	-5%	x	x	-6%	x	0
8	CCOC(=O)c1nn(-c2ccccc2)c(=O)cc1OCC(=O)Nc1ccccc1OCC	-11%	u	-13%	-11%	8%	x	-15
9	CCCN(CC(=O)Nc1ccccc1Br)CC(=O)Nc1ccc(F)c(F)c1F	-1%	-11%	18%	55%[activator]	-8%	1%	-6
10	CCCC(=O)N(CCN1CCOCC1)c1nc2ccc(OCC)cc2s1	2%	-7%	145%[activator]	-1%	-18%	-1%	-3
11	COc1ccc(-c2nc3cccc(C)n3c2NCC2CCCO2)cc1O (stereo not given)	3%	4%	-12%	-21%	70%[activator]	-2%	-33
12	COc1ccc(S(=O)(=O)Nc2ccc3c(c2)C(=O)N([C@H](C)CO)C[C@H](C)[C@@H](CN(C)C(=O)Nc2ccccc2)O3)cc1	-2%	x	90%[activator]	-5%	x	x	1
13	O=S(=O)(Cc1ccccc1)N1CCN(C/C=C/c2ccccc2)CC1	2%	5%	-16%	9%	-2%	-13%	-7
14	CCOc1ccc(S(=O)(=O)Nc2cccc(C(=O)N3CC(C)OC(C)C3)c2)cc1 (stereo not given)	0%	0%	-2%	17%	-11%	x	-5
15	Cc1cccc(NC(=O)CSc2nc3[nH]ncc3c(=O)n2-c2ccccc2)c1	x	-13%	8.9µM*	x	-1%	2%	x
16	O=C(O)c1cc(-c2c[nH]c3ccccc23)nc2ccc3ccccc3c12	-13%	0%	-2%	-2%	-23%	1%	140
17	COCCSc1nnc(NC(=O)Cc2ccc(OC)cc2)s1	3%	-1%	-21%	-5%	-13%	-1%	-8
18	c1ccc(N2CCN(C3CCSC3)CC2)cc1 (stereo not given)	4%	9%	-22%	-7%	8%	5%	34
19	COC(C(=O)NNS(=O)(=O)c1ccccc1[N+](=O)[O-])c1ccccc1 (stereo not given)	4%	1%	-11%	-2%	6%	3%	0
20	O=C(CSc1nnc(NC(=O)c2ccco2)s1)Nc1ccccc1	-1%	-4%	-18%	-7%	-11%	-4%	31

Some of the entries so far, with two lines to a compound.
The line under a structure holds: Tb PYK inh, AmpC detergent, AmpC no deterg, AMA1 RON2 block, Sm TGR block, LmPK inh, HCMV antiviral
19	COC(C(=O)NNS(=O)(=O)c1ccccc1[N+](=O)[O-])c1ccccc1 (stereo not given)
    4%, 1%, -11%, -2%, 6%, 3%, 0
20	O=C(CSc1nnc(NC(=O)c2ccco2)s1)Nc1ccccc1
    -1%, -4%, -18%, -7%, -11%, -4%, 31

Going on with the list.
No.	Molecule	Tb PYK inh	AmpC detergent	AmpC no deterg	AMA1 RON2 block	Sm TGR block	LmPK inh	HCMV antiviral
21	Nc1nc(SCC(=O)NCC2CCCO2)n[nH]1 (stereo not given)	-2%	-14%	-2%	-20%	-2%	2%	9
22	CCOC(=O)c1[nH]c2ccc(OC)cc2c1NC(=O)c1ccc(OC)c(OC)c1	-6%	u	-18%	-3%	7%	3%	-10
23	O=C1/C(=C/c2ccncc2)SC(=S)N1C1CCCCC1	-5%	-5%	-23%	-1%	-15%	0%	u
24	Cc1cccc(Nc2nc(N3CCOCC3)nc(N3CCOCC3)n2)c1	1%	1%	63%[activator]	2%	-22%	-1%	46
25	CCCC1(CCC)NC(=O)N(CC(=O)N2CCN(C(=O)c3ccco3)CC2)C1=O	0%	-7%	3%	14%	-6%	1%	2
26	O=C(NCc1ccccc1C(F)(F)F)C1CC(c2cc(C(F)(F)F)cc(C(F)(F)F)c2)=NO1 (stereo not given)	-5%	-6%	-20%	5%	22%	3%	-6
27	O=C(NCc1cccs1)C(Cc1ccccc1)NS(=O)(=O)c1cccs1 (stereo not given)	-5%	u	-17%	-6%	-19%	-3%	-10
28	O=C(Nc1ccc(N2CCOCC2)cc1N1CCOCC1)c1cccs1	-1%	-9%	2%	-7%	0%	0%	12
29	CCn1cc(CN2CCC(C(=O)Nc3cccc(-c4cscn4)c3)CC2)cn1	-4%	-10%	-3%	-10%	-4%	1%	16
30	COC(=O)[C@H](Cc1ccccc1)NC(=O)Cn1ccc(NC(=O)OCc2ccccc2)nc1=O	0%	-7%	49%	-11%	-1%	x	3
31	CN(CC(=O)Nc1ccccc1Cl)C(=O)c1ccc(N2CCCCCC2)c([N+](=O)[O-])c1	-1%	-4%	-1%	5%	-16%	x	u
32	Cc1cccc(CCNC(=O)c2cc(=O)[nH]c3ccc(Br)cc23)c1	x	-1%	-14%	x	2%	-1%	x
33	CCS(=O)(=O)N1CCCC(C(=O)NC2CCCC2)C1 (stereo not given)	1%	3%	-11%	9%	9%	-3%	-8
34	CC(C)c1ccc(/C=N/n2cnnc2)cc1	-6%	-2%	-2%	4%	-1%	-2%	1
35	CN(C)S(=O)(=O)c1cccc(C(=O)Nc2cc(S(=O)(=O)N3CCOCC3)ccc2N2CCCC2)c1	-22%	x	x	-1%	x	x	-2
36	O=S(=O)(Nc1c(F)cccc1F)c1ccc2c(c1)OCCO2	-5%&0%	-5%&24%	-11%	20%	-3%&10%	1%	23&10
37	COCCNC(=O)C1CC(c2cccc(F)c2)=NO1 (stereo not given)	-10%	-2%	5%	1%	-4%	-1%	52
38	Cc1ccc([N+](=O)[O-])cc1NC(=O)CNC1CCCCC1	4%	u	-5%	-3%	9%	1%	10
39	COc1cccc(Cn2c(Cn3c(-c4cnccn4)nc4ccccc43)nc3ccccc32)c1	-1%	x	x	8%	x	x	-35
40	COC(=O)CSc1nc2sc3c(c2c(=O)n1-c1ccc(OC)cc1)CCN(C)C3	-4%	-5%	39%	-7%	4%	-7%	24
41	CC(OC(=O)c1cc[n+]([O-])cc1)C(=O)NCc1ccccc1 (stereo not given)	-23%	-7%	1%	-6%	-2%	x	-14
42	COc1ccccc1CNC(=O)c1cnn2c(C(F)F)cc(C)nc12	-1%	-1%	-4%	-1%	-31%	6%	17
43	O=C(NN1C(=O)C2C(C1=O)C1C=CC2C12CC2)c1ccncc1 (stereo not given)	4%	1%	-4%	9%	5%	2%	13
44	COc1ccsc1NC(=O)OCc1ccc(Cl)cc1	-4%	-1%	-24%	-8%	0%	-15%	-17
45	CCOc1ccc(C(=O)Nc2cc(NC(=O)c3ccc(OCC)c(Cl)c3)cc(C(=O)O)c2)cc1Cl	-16%	5%	-38%	-1%	x	0%	u
46	CCc1cc(=S)n2c([nH]c3ccccc32)c1C#N	u	-10%	-32%	91%[activator]	1.6µM*	-9%	x
47	CCN1C(=O)/C(=C\N(C)C)S/C1=N\S(=O)(=O)c1ccccc1	-2%	-12%	-25%	2%	-1%	3%	u
48	Cc1nnc(N2CCC(C(=O)Nc3ccc(F)cc3)CC2)c2nn(-c3ccc(Cl)cc3)c(C)c12	-6%	-10%	x	x	0%	x	-83*
49	CCN1/C(=C\C=C2\C(=O)N(C)C(=S)N2C)Sc2ccccc21	-15%	2%	0%	-3%	3%	-5%[11.5 µM]	-17
50	COc1cc(C2CC(=O)c3c(O)cc(O)cc3O2)ccc1O (stereo not given)	0%	9%	-39%	-7%	7%	0%	-19
51	COc1ccc(-c2[nH]c(-c3ccc(C)cc3)nc2SCC(=O)NCC2CCCO2)cc1 (stereo not given)	-7%	0%	x	x	-11%	x	-9
52	C[C@H](CO)N1C[C@H](C)[C@@H](CN(C)C(=O)Nc2ccccc2)Oc2ncc(C#CC3CCCCC3)cc2C1=O	-8%	x	x	-10%	x	x	-35
53	CCOC(=O)c1nnc2c(-c3ccc(F)cc3)c(C)nn2c1N	-7%	2%	x	x	2%	x	-11
54	CCOc1ccc(S(=O)(=O)NC2CC2)cc1C(N)=O	-11%	0%	-8%	6%	x	1%	16
55	COc1cccc(-c2nn(Cc3ccccc3)cc2CO)c1	1%	2%	0%	-5%	3%	2%	22
56	CCc1c(C)nc2ncnn2c1N1CCC(C(=O)N2CCN(c3ccccc3)CC2)CC1	x	u	-5%	x	-1%	1%	x
57	O=C(CCc1ccccc1)NNC(=O)Nc1ccc(F)c(Cl)c1	1%	-8%	-28%	40%[activator]	-16%	8%	-32
58	CCc1nc2sc3c(O)cc(=O)[nH]c3c2cc1C	-24%	2%	-22%	17%	6%	u	-81*

Excerpt, compounds 41 to 49
No.	Molecule	Tb PYK inh	AmpC detergent	AmpC no deterg	AMA1 RON2 block	Sm TGR block	LmPK inh	HCMV antiviral
41	CC(OC(=O)c1cc[n+]([O-])cc1)C(=O)NCc1ccccc1 (stereo not given)	-23%	-7%	1%	-6%	-2%	x	-14
42	COc1ccccc1CNC(=O)c1cnn2c(C(F)F)cc(C)nc12	-1%	-1%	-4%	-1%	-31%	6%	17
43	O=C(NN1C(=O)C2C(C1=O)C1C=CC2C12CC2)c1ccncc1 (stereo not given)	4%	1%	-4%	9%	5%	2%	13
44	COc1ccsc1NC(=O)OCc1ccc(Cl)cc1	-4%	-1%	-24%	-8%	0%	-15%	-17
45	CCOc1ccc(C(=O)Nc2cc(NC(=O)c3ccc(OCC)c(Cl)c3)cc(C(=O)O)c2)cc1Cl	-16%	5%	-38%	-1%	x	0%	u
46	CCc1cc(=S)n2c([nH]c3ccccc32)c1C#N	u	-10%	-32%	91%[activator]	1.6µM*	-9%	x
47	CCN1C(=O)/C(=C\N(C)C)S/C1=N\S(=O)(=O)c1ccccc1	-2%	-12%	-25%	2%	-1%	3%	u
48	Cc1nnc(N2CCC(C(=O)Nc3ccc(F)cc3)CC2)c2nn(-c3ccc(Cl)cc3)c(C)c12	-6%	-10%	x	x	0%	x	-83*
49	CCN1/C(=C\C=C2\C(=O)N(C)C(=S)N2C)Sc2ccccc21	-15%	2%	0%	-3%	3%	-5%[11.5 µM]	-17

Outcome played no part in choosing rows. Share with any hit: about 7.4%.
